# CDK5 inh: inhibitors of human CDK5/p35 kinase, primary screen, biochemical, single concentration; actives 0.01% (n = 330,000); Cyclin-dependent kinase 5 (Homo sapiens) + Cyclin-dependent kinase 5 activator 1 (Homo …; AID 488839, 2010; inhibition, % at 10 µM; Recombinant CDK5/p35, ADP-Glo luminescence, 60 min;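 active means highest replicate inhibition of at least 50% and at least 75% of replicates reaching 50%; inconclusive means only one of the two criteria met; inactive means both criteria failed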;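 further: plate controls were DMSO neutral control for no effect and GW8510 at 10 µM for full effect; many of its hits are not listed in these tables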
# Target sequence (Q00535 whole entry, looked up): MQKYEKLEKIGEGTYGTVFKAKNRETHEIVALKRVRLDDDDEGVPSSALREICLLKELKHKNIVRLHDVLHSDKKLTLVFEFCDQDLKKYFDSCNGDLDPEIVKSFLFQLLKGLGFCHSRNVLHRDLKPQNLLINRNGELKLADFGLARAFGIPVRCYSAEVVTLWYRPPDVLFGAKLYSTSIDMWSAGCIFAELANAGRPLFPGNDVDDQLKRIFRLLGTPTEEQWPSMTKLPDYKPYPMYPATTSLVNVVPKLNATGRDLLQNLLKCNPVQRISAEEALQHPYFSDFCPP
# Target sequence (Q15078 whole entry, looked up): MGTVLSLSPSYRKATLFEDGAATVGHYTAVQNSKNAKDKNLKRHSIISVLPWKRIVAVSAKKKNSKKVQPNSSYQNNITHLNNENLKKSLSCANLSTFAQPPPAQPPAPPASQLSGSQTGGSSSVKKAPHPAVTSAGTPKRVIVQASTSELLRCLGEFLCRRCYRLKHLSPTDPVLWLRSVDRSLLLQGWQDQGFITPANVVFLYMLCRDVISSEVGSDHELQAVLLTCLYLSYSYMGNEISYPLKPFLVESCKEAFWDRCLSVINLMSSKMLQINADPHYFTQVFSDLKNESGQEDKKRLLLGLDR
# dFosB activator: activators of delta FosB homodimer, primary screen, biochemical, fluorescence polarization, TAMRA-CDK5 oligo, single point; purified delta FosB; percent of positive-control signal above neutral wells; Protein FosB (Mus musculus), P13346; actives 0.99% (n = 340,000); activation, % at 25 µM;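 active means mean activation above about 17%, with every replicate also reaching it, limit read from the data, passing the limit was not always enough; inconclusive means only one of the two conditions met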;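 further: fluorescence polarization rise as delta FosB binds a TAMRA Cdk5 AP-1 oligo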
# Target sequence (P13346 whole entry, looked up): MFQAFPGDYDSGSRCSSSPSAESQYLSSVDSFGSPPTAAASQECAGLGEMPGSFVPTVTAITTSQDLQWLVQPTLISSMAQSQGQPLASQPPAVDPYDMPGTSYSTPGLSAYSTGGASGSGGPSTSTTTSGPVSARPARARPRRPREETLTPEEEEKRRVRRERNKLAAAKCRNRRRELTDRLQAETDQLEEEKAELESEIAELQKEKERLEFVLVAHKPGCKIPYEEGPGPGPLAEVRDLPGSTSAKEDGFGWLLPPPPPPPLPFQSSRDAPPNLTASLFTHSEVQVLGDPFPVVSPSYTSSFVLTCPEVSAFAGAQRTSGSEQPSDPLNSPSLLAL
# Keap1-Nrf2 PPI: Keap1-Nrf2 protein-protein interaction inhibitors, primary screen, biochemical, fluorescence polarization, single point | Kelch-like ECH-associated protein 1 (Homo sapiens), Q14145 | Keap1 Kelch-Nrf2 peptide fluorescence polarization, 1536-well | inhibition, % at 9.4 µM | actives 0.15% (n = 340,000) | AID 504523, 2011; in the data active means inhibition above about 12%; inconclusive means no clear call, values can overlap the other calls; inactive means below about 7.3%;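 further: human Keap1 Kelch domain with fluorescein labeled Nrf2 9mer peptide probe; 0% = neutral control wells and 100% = peptide positive control; higher means more block of Keap1 binding to Nrf2 peptide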
# PfHsp90 set2: growth inhibition of PfHsp90-expressing yeast, primary screen, antimalarial PfHsp90 inhibitor project, S. cerevisiae, BacTiter-Glo luminescence, single point, set 2; actives 0.32% (n = 310,000); inhibition, % at 9.4 µM; AID 504621, 2011; BacTiter-Glo ATP, 48 h; yeast lacking PDR1 and PDR3 efflux regulators;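 active means every replicate shows inhibition above about 80%, whatever the replicate mean, limit read from the data; inconclusive means mean inhibition reaches the set limit but some replicate falls short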;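 further: 0% = DMSO neutral controls and 100% = 20 µM radicicol positive controls; yeast relying on Plasmodium falciparum Hsp90 in place of its own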
# NSD2 HMT inh: NSD2 histone methyltransferase inhibitors, primary screen, biochemical, AlphaScreen, single concentration, set 2 | inhibition, % at 12.5 µM | AID 743445, 2014 | NSD2 peptide methylation, 120 min | Histone-lysine N-methyltransferase NSD2 (Homo sapiens), O96028 | actives 0.54% (n = 310,000); in the data active means inhibition above about 50%
# SUMO Mot1 rescue: yeast Mot1-301 growth rescue at high temperature, primary screen, SUMOylation pathway inhibitor project, S. cerevisiae, ATP luminescence, 38.5C | S. cerevisiae Mot1-301 growth rescue; percent above DMSO median, 100 means doubled | growth rescue, % at 18.8 µM | actives 1% (n = 320,000) | AID 2716, 2010;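 active means every valid replicate shows activation above 250% relative to neutral control wells; inactive means the rest, any valid replicate at or below 250%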;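 further: OY570 slx delta 5 strain wells were the positive control but not used for scaling; some compounds called inactive have numbers as strong as hits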
# cardiac RTF act: cardiac RTF calcium sensitivity activators, primary screen, biochemical, IANBD-TnC fluorescence, EC20 calcium | Troponin I, cardiac muscle (Homo sapiens) + Troponin T, cardiac muscle (Homo sapiens) + … | IANBD-labeled TnC RTF fluorescence at EC20 calcium; 0% EC20 calcium, 100% full calcium | activation, % at 7.2 µM | actives 0.24% (n = 340,000) | AID 493008, 2010;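 active means activation above the mean over all tested compounds plus 3 SD, cut at about 30% in these data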;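 further: rise in fluorescence read as greater calcium sensitivity of cardiac thin filaments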
# PvdQ inh: P. aeruginosa PvdQ acylase inhibitors, primary screen, biochemical, fluorescence, plate reader and imaging, single point; purified PvdQ acylase; PvdQ acylase [Pseudomonas aeruginosa LESB58]; inhibition, % at 10 µM; AID 488965, 2010; actives 0.063% (n = 340,000); in the data active means inhibition above about 30%, passing the limit was not always enough; inconclusive means no clear call, values can overlap the other calls;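 further: 0% = vehicle neutral wells and 100% = reference inhibitor wells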
# Rtt109 HAT inh: inhibitors of C. albicans Rtt109/Vps75 HAT, primary screen, biochemical, ThioGlo CoA-SH fluorescence, plate reader; actives 0.16% (n = 330,000); purified Rtt109/Vps75, 4 h; AID 540336, 2011; Histone acetyltransferase RTT109 (Candida albicans (strain SC5314 / ATCC MYA-2876)), …; inhibition, % at 34.9 µM;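 active means inhibition of at least 50% in every replicate; inconclusive means best replicate reaches 50% inhibition but some replicates fall short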
# LANA DNA inh: inhibitors of KSHV C-LANA binding to DNA, primary screen, biochemical, fluorescence polarization, FAM-LBS DNA, MBP-C-LANA, single point; Kaposi's sarcoma herpesvirus LANA C-terminal domain (residues 932-1162) DNA binding; inhibition, % at 9 µM; actives 0.078% (n = 340,000); AID 504423, 2011;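 active means highest replicate inhibition at or above 60% at 9 µM, even if other replicates fall short; inactive means all replicates below 60% inhibition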;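 further: 0% = neutral control wells and 100% = 4 µM acridine orange control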
# RTF Ca sens inh: cardiac RTF calcium sensitivity inhibitors, primary screen, biochemical, IANBD-TnC fluorescence, EC70 calcium. Troponin I, cardiac muscle (Homo sapiens) + Troponin T, cardiac muscle (Homo sapiens) + …. IANBD-labeled cardiac RTF, Ca2+ fluorescence. inhibition, % at 7.15 µM. actives 0.12% (n = 340,000). AID 493244, 2011;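 active means inhibition above the mean inhibition of all tested compounds plus 3 SD, cut at about 17% in these data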;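 further: assay run at fixed EC70 calcium of 1.6 mM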
# Starred values were filed as active, the others as inactive; ? = inconclusive; . = not tested or not shown; & = joins results of further samples.
entry	canonical_smiles	LANA DNA inh	SUMO Mot1 rescue	PvdQ inh	RTF Ca sens inh	PfHsp90 set2	cardiac RTF act
1	Cc1ccc(C2CC(c3cccc(NS(C)(=O)=O)c3)=NN2S(C)(=O)=O)cc1 (centres undefined)	-0.9	7	-14	-9	2	1
2	CCOC(=O)Cc1csc(NC(=O)CSc2nc(=O)[nH]c3c2CCCC3)n1	-2.4	255	-12	4	20	2
3	CC(C)(C)C(=O)C(Cl)C(=O)Nc1ccccc1 (centres undefined)	0.6	604*	-1	-6	107*	-3
4	COC(=O)c1c(-c2ccc(S(C)(=O)=O)cc2)sc2cc(OC)ccc12	-0.2	15	1	-8	.	7
5	CSCCC(NC(=O)c1ccc([N+](=O)[O-])cc1Cl)C(=O)OCC(=O)N(C)C (centres undefined)	-0.5	-12	?	-3	-17	-5
6	CN(CC(=O)Nc1ccc(F)cc1)CC(=O)N(C)C1(C#N)CCCCC1	0.0	-18	4	-2	5	-4
7	Cc1ccc(N(CC(O)Cn2c3ccccc3c3ccccc32)S(C)(=O)=O)cc1 (centres undefined)	0.2	-9	-6	-3	-3	6
8	COc1ccc(C(=O)Oc2ccc3ccc(=O)oc3c2)cc1	2.9	-6	-10	-9	-19	-6
9	CN(C(=O)c1ccncc1)C1CCS(=O)(=O)C1 (centres undefined)	0.1	-11	-9	-5	12	9
10	O=C(OCCN1CCOCC1)c1cccnc1	1.6&-1.1	-15&-2	4&-17	7&2	25	-1&6
11	O=C(O)c1cccc(N2C(=O)c3cccc(Oc4ccc(Cl)cc4)c3C2=O)c1	0.0	9	-5	-9	-13	-11
12	CN(C)S(=O)(=O)c1ccc(-c2csnn2)s1	-0.9	-7	-17	2	-28	5

entry	Keap1-Nrf2 PPI	dFosB activator	Rtt109 HAT inh	CDK5 inh	NSD2 HMT inh
1	-8	-8	3	-1.4	-2
2	-4	-9	-2	0.6	0
3	-3	4	-8	-0.1	4
4	0	-10	-6	0.4	.
5	-7	2	-8	1.5	-3
6	-1	-4	-1	-0.4	0
7	4	-12	19	-3.0	4
8	-1	-12	0	-0.2	-7
9	-6	-2	7	0.9	-2
10	-2&-1	-2&-1	-3&1	-1.8&2.3	-4&-3
11	0	2	3	1.2	-1
12	-1	6	-6	2.2	0

# Next part
entry	canonical_smiles	LANA DNA inh	SUMO Mot1 rescue	PvdQ inh	RTF Ca sens inh	PfHsp90 set2	cardiac RTF act
13	CCSc1nnc(Cc2cc(=O)[nH]c(=O)[nH]2)n1-c1ccc(F)cc1	-0.3	-12	1	-4	-8	8
14	CCN1CCCC1CN(Cc1cc2ccc(C)c(C)c2[nH]c1=O)C(=O)Nc1ccccc1OC (centres undefined)	0.1	-13	-7	-13	3	5
15	CCOc1ccc(N2C(=O)C3C4C=CC(CC4)C3C2=O)c([N+](=O)[O-])c1 (centres undefined)	0.4	13	-9	4	.	7
16	Nc1cc(N)nc(SCC(=O)Nc2ccc3c(c2)OCCCO3)n1	0.6	-13	11	6	3	2
17	CN(C(=O)c1ccc(NC(=O)Cc2cccc(NC(=O)C3CCN(C(=O)C4CCC4)CC3)c2)cc1)C1CC1	-0.3	.	-18	-5	-5	1
18	COc1ccc(NC2CCCN(C(=O)CCOc3ccccc3)C2)cc1 (centres undefined)	0.1	-14	2	3	12	-5
19	O=c1oc(-c2ccccc2)nc2ccsc12	-0.3	48	29	-1	1	2
20	O=C(Nc1ccccc1)OCCCCCOC(=O)Nc1ccccc1	-2.9	-12	-18	-3	-6	-6
21	Cc1cn(C2CC(O)C(CO)O2)c(=O)n(Cc2ccccc2)c1=O (centres undefined)	0.1	.	-19	2	8	-2
22	Cc1ccccc1NC(=O)Cc1nnc(SCC(=O)NC2CCCC2)n1C	-0.8	9	7	-1	5	-8
23	CCN(CC)CCN(C(=O)c1ccc(S(=O)(=O)N2CCCCC2)cc1)c1nc2cc3c(cc2s1)OCO3	-0.3	-19	9	7	-1	0
24	O=C(O)C1CC(=O)N(Cc2ccccc2)C1 (centres undefined)	-0.4	-6	-13	3	.	10

entry	Keap1-Nrf2 PPI	dFosB activator	Rtt109 HAT inh	CDK5 inh	NSD2 HMT inh
13	-3	1	12	3.3	.
14	-10	-3	2	-0.3	7
15	-3	1	-15	-2.8	.
16	2	-1	23	1.2	-2
17	0	-11	2	-2.0	.
18	0	-3	-4	-1.5	9
19	-2	-1	1	-1.3	10
20	2	-3	-5	-2.1	-1
21	-2	1	0	0.3	-2
22	3	4	11	-0.5	12
23	-2	32*	6	0.0	.
24	1	4	-9	1.3	-3

# Next part
entry	canonical_smiles	LANA DNA inh	SUMO Mot1 rescue	PvdQ inh	RTF Ca sens inh	PfHsp90 set2	cardiac RTF act
25	Cc1c(C(=O)NC2CCCCC2)oc2ccccc12	1.1	14	9	-6	-10	2
26	COc1cc2ccccc2cc1C(=O)N1CCCC1	-0.7	-2	-3	-2	12	-2
27	O=C(CS(=O)(=O)Cc1ccccc1)Nc1nnc(C(F)(F)F)s1	0.5	5	8	7	-3	2
28	COc1ccccc1CNC(=O)CCC(=O)N1CC(C)Sc2ccccc21 (centres undefined)	-1.5	.	4	-3	15	3
29	C1=C[C@H]2CC[C@@H]1N(c1ccccc1)O2	0.5	.	-17	-10	11	-3
30	O=C(Nc1nncs1)C1COc2ccccc2O1 (centres undefined)	-1.0	-2	-11	-4	-17	2
31	OCc1cn(-c2ccc(Cl)cc2)nn1	1.5	-2	1	-9	36	-4
32	COC(=O)c1ccc(NC(=O)CSc2nncn2-c2ccccn2)cc1	0.9	6	7	-4	11	-2
33	Cc1nc2ccccc2c(=O)n1NC(=O)/C=C/c1ccccc1Cl	-1.1	3	-2	-1	0	-3
34	O=C(O)c1ccc2c(c1)nnn2C1CCCCC1	1.1	.	1	0	0	-7
35	CCc1nc2ccc(C(=O)N3CCN(CC)CC3)cc2nc1CC	0.8	967*	-6	-9	8	4
36	Clc1ccc(Cl)c(-c2nc(-c3ccncc3)no2)c1	-0.3	-2	-10	-2	-18	-3

entry	Keap1-Nrf2 PPI	dFosB activator	Rtt109 HAT inh	CDK5 inh	NSD2 HMT inh
25	-2	-7	16	0.9	-3
26	1	0	-5	0.7	0
27	-1	1	-8	-0.3	-3
28	1	-2	-15	0.9	.
29	-1	0	-6	-0.3	.
30	-3	-1	-3	-3.5	-1
31	2	-2	4	0.7	1
32	2	-11	13	1.3	-4
33	-3	-6	4	-1.2	-2
34	-1	-1	4	-0.6	-1
35	5	-2	0	-0.7	0
36	-1	-2	-2	0.4	-1

# (next part)
entry	canonical_smiles	LANA DNA inh	SUMO Mot1 rescue	PvdQ inh	RTF Ca sens inh	PfHsp90 set2	cardiac RTF act
37	O=C(CCC1CCCC1)N1CCN(C(=O)c2ccco2)CC1	-1.4	1	-13	-3	-4	-2
38	Cc1nc2c(C)cccc2cc1C(=O)N/N=C/c1ccc(C(=O)O)cc1	0.7	3	8	.	4	.
39	CCN(CC(=O)Nc1ccc2c(c1)OCCO2)CC(=O)Nc1cc(C)on1	0.4	32	-3	-2	-16	1
40	CCOC(=O)N/N=C/c1cn(Cc2ccc(Cl)cc2)c2ccccc12	-0.8	3	9	-15	24	-17
41	O=S(=O)(NCc1ccc2c(c1)OCO2)c1c(F)cc(F)cc1Br	-1.8	144	5	1	-7	-11
42	Cc1cc(C)cc(NC(=S)NCCCN2CCOCC2)c1	0.8	-11	-14	-6	11	0
43	Cc1c(C)n(C(=O)CSc2nncn2C)c2ccccc12	-0.6	0	-8	1	-28	3
44	COc1cccc(NC(=O)CN(C)C(=O)c2cc3c(s2)CCC(C)C3)c1 (centres undefined)	-1.2	-3	1	-1	0	-15
45	COc1ccc2cc(-c3csc(-c4cccnc4)n3)ccc2c1	-0.9	69	-11	-2	-10	-2
46	CCNC(=O)C(=O)c1c(-c2ccccc2)[nH]c2ccccc12	-0.9	12	-12	0	21	2
47	O=C1CCCN2N=C(SCC(=O)Nc3cccc(F)c3)SC2=N1	-1.0	18	-2	2	-80	-6
48	O=C(NCCOc1ccccc1)c1ccc2c(c1)OCO2	0.9	0	3	-4	-22	4
49	CC(=O)N=c1sc2c3ccccc3ccc2n1C	-1.5	293	-5	-2	-38	7
50	Cc1[nH]c2ccccc2c1/C=N/NC(=O)c1cc(-c2cccs2)[nH]n1	-0.4	5	11	-2	14	-2
51	COc1ccc(-c2nnco2)cc1OC	-1.3	-10	11	-2	1	2

entry	Keap1-Nrf2 PPI	dFosB activator	Rtt109 HAT inh	CDK5 inh	NSD2 HMT inh
37	0	1	2	0.8	1
38	-7	-3	20	-1.5	-5
39	-2	-15	-1	-1.2	-1
40	-1	-10	.	1.2	-1
41	1	-2	4	-1.3	-2
42	4	-3	.	0.2	-2
43	0	-4	2	0.7	0
44	1	-4	4	-1.0	26
45	3	2	-2	1.4	0
46	-1	-5	-13	-0.7	0
47	-3	-6	-3	-0.2	-1
48	5	-2	2	2.6	1
49	-6	-4	.	-2.5	0
50	-5	-7	.	1.0	21
51	3	-6	2	1.6	-4

# Screening data (PubChem)

# This is a random part of the collection; about 3.2% have a hit in one of these screens.
